p53ts 39C tox – cytotoxicity in p53ts cells at nonpermissive temperature. H1299-p53A138V viability at 39C, ATP luminescence, 24 h. Potency, µM (top dose mostly 46.1 µM), for inactives: at the highest dose activity change, negative = cell killing, usual class: cytotoxic. hit rate 1.5% among 130,000. AID 902; note: nearly all actives have a fitted effect of over 55% in size
IkB sig inh – inhibitors of IkB signaling in ABC-DLBCL cells; ABC-DLBCL IkBa-CBG/CBR dual luciferase ratio, 4 h; response scale: scaled: untreated 0%, proteasome inhibitor 100%; Potency, µM (highest dose often 57.1 µM), without a hit: at the highest dose IkBa stabilization activation; hit rate 0.04% among 110,000; AID 445; active = well fitted curve in the direction sought with a large enough effect in the signal ratio, not every such curve was filed as active; inconclusive = small, poorly fitted or top-dose-only effect, or a change in a side signal; the % refers to the signal ratio;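 note: the direction sought is a rising ratio; 0% = basal untreated cells and 100% = reference inhibitor full response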
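Luminescence ratio of IκBα-fused green versus native red beetle luciferase in OCI-Ly3 cells, 4 h post-doxycycline with compound; red signal alone, scaled from basal (0%) to zero light (-100%), flagged nonspecific or cytotoxic effects.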
p53ts 32C kill – cytotoxicity in p53ts cells at permissive temperature | hit rate 0.93% among 130,000 | Potency, µM (highest dose often 46.1 µM), inactives show at the highest dose activity change, negative = cytotoxicity, usual class: cytotoxic | H1299-p53A138V at 32C, ATP luminescence viability, 24 h;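 note: 0% = DMSO and -100% = full killing by reference compound; nearly all actives have a fitted effect of over 55% in size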
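ATP-content luminescence (ATPlite) read-out after 24 h compound exposure at 32C in H1299-p53A138V cells (600/well). Tested up to 46 uM. Normalized to DMSO (0%) and 100 uM tamoxifen (100% killing); Hill-fit AC50.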
Peg3 imprint – inducers of genomic imprint erasure in mouse ES cells. mouse ES Peg3-LacZ reporter, beta-gal luminescence, 40 h. Potency, µM (doses to about 60.7 µM), inactives show top-dose activity change, positive = activation, most hits filed as activators. hit rate 0.02% among 110,000;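 note: 0% = negative control wells on the plate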
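Each well holds 300 Peg3LacZ-Neo (maternal) female ES cells incubated 40 h at 37C, 5% CO2. LacZ is measured by BetaGlo luminescence, with AC50 and maximum efficacy derived from dose-response curves.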
An asterisk follows results filed as active; ? = inconclusive; · = no result given; [ ] = remark or other dose. Unless noted, calls come from the whole dose curve; as a rule, active = well fitted curve in the direction sought with a large enough effect; inconclusive = small, poorly fitted or top-dose-only effect, or another doubt; inactive = no such curve, though single readings can be large; an effect the other way counts as inactive or inconclusive. Unless noted, % is set by controls: 0 for no effect and ±100 for the full control effect; potency is the fitted concentration of half-maximal effect. No enrichment for hits; any-hit rate near 1.8%.

SMILES	p53ts 39C tox	IkB sig inh	p53ts 32C kill	Peg3 imprint
CC(=N/O)/C(=N\O)c1ccc(C)o1	-11%	2.3%	15%	-2%
COc1ccccc1CNC(=O)c1cnc2sc(N3CCCCC3)nn2c1=O	19%	-2.5%	-8%	7%[10.9 µM]
Cc1cc(C(=O)OCCO)c(C#N)c(N)n1	-2%	0.7%	10%	-8%
COc1cccc(NC(=O)c2ccc(S(=O)(=O)N3CCCCC3)cc2)c1	13%	?	22%	-19%
CCn1c(=N)n(CCOc2ccc(Br)cc2)c2ccccc21	13µM*	?	?	-17%[10.9 µM]
COc1ccc(OC)c(C(=O)CN2CCN(S(=O)(=O)c3ccc(Br)cc3)CC2)c1	-1%	·	5%	·
Cn1c2ccc(F)cc2c2ncn(CCN3CCOCC3)c(=O)c21	-4%	-2.1%	2%	-3%
COc1ccc(NC(=O)c2cc(S(=O)(=O)N3CCCCC3)c[nH]2)cc1Cl	-4%	-2.9%	6%	-11%[10.9 µM]
COc1ccc(N2CCN(C(=O)CNS(=O)(=O)c3ccc(Br)s3)CC2)cc1	6%	1.3%	-1%	-8%[10.9 µM]
CCn1c(=O)c2sccc2n2c(CCCC(=O)N3CCN(c4ccc(F)cc4)CC3)nnc12	2%	0.3%	-1%	?
COc1ccc(CNC(=O)C(C)N(Cc2ccco2)C(=O)c2snc(C(N)=O)c2N)cc1 (configuration not stated)	-11%	1.0%	4%	0%
Cc1c(C(=O)NCc2ccccn2)oc2ccc(S(=O)(=O)N3CCOCC3)cc12	6%	0.4%	-16%	-7%
Cc1ccc(-c2nc3c(c(SCC(=O)Nc4ccccc4Cl)n2)Cc2c(CO)cnc(C)c2O3)cc1	-15%	-0.8%	4%	-13%[10.9 µM]
CCOC(=O)c1c(S(=O)(=O)N2CCCC(C(=O)Nc3cc(C)ccn3)C2)c(C)n(C)c1C (configuration not stated)	-10%	-4.1%	0%	26%[10.9 µM]
c1ccc(-c2nnc3sc(Cc4cccs4)nn23)cc1	-9%	·	1%	·
CCC(=O)N1CCc2cc(Br)cc(S(=O)(=O)N3CCCC(C(=O)Nc4ccc(OC)c(Cl)c4)C3)c21 (configuration not stated)	6%	?	0%	-12%[10.9 µM]
COc1ccc(-n2ncc3c2ncn2nc(COc4ccc(Cl)cc4)nc32)cc1	2%	-1.3%	6%	-10%[10.9 µM]
O=C(COC(=O)C1c2ccccc2Oc2ccccc21)Nc1ccc2c(c1)OCO2	-4%	?	-1%	7%
CS(=O)(=O)N1CCC2(CCN(Cc3nccs3)CC2)CC1	-2%	-0.7%[11.4 µM]	-4%	·
Cc1ccc(N=C(c2cccs2)N2CCOCC2)cc1	-7%	0.4%	-4%	-43%[inhibitor]
O=c1c(-c2ccccc2)nc2cnc(N3CCOCC3)nc2n1C[C@H]1CCCO1	-9%	-2.2%[11.4 µM]	5%	1%
CCOC(=O)c1sc(=S)n2c1[nH]c(=O)c1ccc(C(=O)OC)cc12	-2%	-1.7%	4%	5%
COC(=O)c1sccc1S(=O)(=O)N1CCN(c2ccc(C)cc2C)CC1	9%	?	-3%	-6%[10.9 µM]
CCN1CCN(/C=N/c2nc(C)cs2)CC1	-12%	0.1%	-16%	-11%
CC(=O)c1cccc(NC(=O)N[C@@H](CC(C)C)C(=O)O)c1	6%	-0.5%	-3%	-10%
Cc1nc(SCC(=O)Nc2c(C)n(C)n(-c3ccccc3)c2=O)[nH]c(=O)c1Cc1ccccc1	8%	7.8%	7%	-14%
CCCn1c(=NC(=O)c2cc3ccccc3o2)c(C(=O)OCC)cc2c(=O)n3ccccc3nc21	-3%	3.8%	10%	-15%[10.9 µM]
Cc1ccc(-c2nc3ccccc3s2)cc1NC(=O)COc1ccccc1	-25%	2.3%	-9%	-12%[10.9 µM]
COc1ccc(-c2cn3c(C)c(C(=O)Nc4cc(C)cc(C)c4)sc3n2)cc1	?	?	8%	-9%[10.9 µM]
O=C(CCC1CCCCC1)NCc1ccncc1	-2%	0.2%	3%	-17%
O=C(COC(=O)Cc1cn2ccsc2n1)NC12CC3CC(CC(C3)C1)C2	-4%	0.1%	3%	0%
Fc1ccc(Cc2nnc(-c3cccs3)o2)cc1	4%	2.1%	-4%	-17%
O=C(CN1CCCN(Cc2ccccc2F)S1(=O)=O)Nc1ccc(F)c(Cl)c1	-16%	?	-2%	18%[10.9 µM]
CCc1cc2c(=O)c(-c3ccon3)c(N)oc2cc1OC	?	0.0%	?	-20%
Cc1cc2c3c(c1C)C1(C(=O)N3C(C)(C)CC2C)C(C#N)=C(N)Oc2n[nH]c(C)c21 (configuration not stated)	0%	-0.9%	13%	-16%
CCc1cc(=O)oc2cc(C)c3c(-c4ccc(F)cc4)coc3c12	4%	-1.3%	-5%	-22%[10.9 µM]
Cc1cc(NC(=O)COC(=O)c2n[nH]c3ccccc23)no1	-1%	-0.7%	-5%	-5%
O=C(c1ccco1)N1CCN(c2nc3ccc(Cl)cc3s2)CC1	-25%	1.2%	0%	-5%[10.9 µM]
COc1c(Cl)cc(Cl)cc1/C=C(\C#N)c1nc2ccccc2[nH]1	-13%	-1.9%	4%	-13%[10.9 µM]
COc1ccc(N(CC(=O)NCc2ccccc2)S(=O)(=O)c2c(C)noc2C)cc1	3%	-0.4%	2%	-17%

Rewritten as comma-separated lines: entries from further up
mol,p53ts 39C tox,IkB sig inh,p53ts 32C kill,Peg3 imprint
O=C(c1ccco1)N1CCN(c2nc3ccc(Cl)cc3s2)CC1,-25%,1.2%,0%,-5%[10.9 µM]
Cc1cc(NC(=O)COC(=O)c2n[nH]c3ccccc23)no1,-1%,-0.7%,-5%,-5%
COc1c(Cl)cc(Cl)cc1/C=C(\C#N)c1nc2ccccc2[nH]1,-13%,-1.9%,4%,-13%[10.9 µM]

Going on with the list.
SMILES	p53ts 39C tox	IkB sig inh	p53ts 32C kill	Peg3 imprint
COc1ccc(-c2cc3nc4c(c(=O)n3[nH]2)CCC4)cc1	?	6.8%	?	-5%
CCOC(=O)c1c(C)nc(-c2ccccc2)nc1NC(=O)CC	-14%	-0.2%	-19%	-6%
CC1(C)CC(=O)C2=C(C1)OC(N)=C(C#N)C2c1ccccc1 (configuration not stated)	7%	4.8%	3%	-10%
c1ccc(OCCCn2nnc(-c3ccncc3)n2)cc1	-7%	-0.3%	-4%	-11%
O=C(Nc1cc2c(cc1C(=O)c1ccccc1Cl)OCCO2)c1ccc(Br)cc1	1%	1.5%	0%	-13%[10.9 µM]
N#Cc1nc(-c2cccs2)oc1NCCCN1CCOCC1	4%	1.4%	-4%	-12%
CCOC(=O)c1ccc(NC(=O)CCc2c(C)nc3c(-c4ccc(F)cc4)c(C)nn3c2C)cc1	-22%	1.2%	3%	-8%[10.9 µM]
CN(Cc1ccccc1)c1nc2c(S(=O)(=O)c3cccc(Cl)c3)nnn2c2ccsc12	0%	0.1%	-2%	-12%[10.9 µM]
CCC(O)C(C)(C)C (configuration not stated)	-3%	0.9%	-5%[1.84 µM]	-10%
Cc1cc(Nc2ccc(F)cc2)n2nc(C)nc2n1	-3%	?	6%	-13%
Cc1cc(C)c(NC(=O)CSc2cn(CC(=O)N3CCOCC3)c3ccccc23)c(C)c1	-7%	-2.0%	10%	-10%[10.9 µM]
O=C(CC12CCC(CC1)C2)NCc1ccc2c(c1)OCO2	13%	·	-11%	·
O=C(CSc1nnnn1-c1cccc2ccccc12)N1CCOCC1	10%	2.5%	6%	-13%
COc1ccc(C2c3c(oc4ccc(F)cc4c3=O)C(=O)N2Cc2ccc3c(c2)OCO3)cc1 (configuration not stated)	3%	-0.9%	8%	7%[10.9 µM]
CCCOC(=O)c1cccc(NC(=O)c2c(-c3ccccc3Cl)noc2C)c1	-17%	1.7%	2%	-13%[10.9 µM]
CCc1nnc(NC(=O)c2ccc(S(=O)(=O)N3CCOCC3)cc2)s1	13%	-0.7%	7%	-10%
COc1ccc(/C=C(/C#N)c2nc(-c3ccc(-c4ccccc4)cc3)cs2)cc1OC	?	-0.6%	-4%	-9%[10.9 µM]
Cc1ccc2c(=O)cc(C(=O)Nc3ccc(S(=O)(=O)N4CCCC(C)C4)cc3)oc2c1C (configuration not stated)	4%	-1.7%	23%	-2%[10.9 µM]
CC(C)(C)NC(=O)c1ccc2c(c1)C(=O)N(C1CCCCC1)C2=O	-2%	0.3%	4%	-8%
Cc1nnc(C)n1-c1ccc(C(=O)Nc2cccc(Br)c2)cc1	-25%	0.7%	3%	-11%[10.9 µM]
Cc1cccc(C)c1NC(=O)CCSCCc1ccccn1	-28%	-0.4%	5%	1%[10.9 µM]
CNc1nc(-c2ccc(C(=O)N(C)C)cc2)nc2ccccc12	?	1.0%[11.4 µM]	?	?
CN(C)c1ccc(NC(=O)Nc2cccc(Cl)c2)cc1	?	1.1%	-23%	-69%[inhibitor]
CCC1CCCCN1C(=O)CSc1nnc(-c2ccco2)o1 (configuration not stated)	-21%	1.1%	-15%	-13%
O=C(Cc1coc2cc3c(cc12)CCC3)NCC1(N2CCCCC2)CCCCC1	-23%	·	-14%	·

Entries from the list above containing a Cl atom, in the order listed:
SMILES	p53ts 39C tox	IkB sig inh	p53ts 32C kill	Peg3 imprint
COc1ccc(NC(=O)c2cc(S(=O)(=O)N3CCCCC3)c[nH]2)cc1Cl	-4%	-2.9%	6%	-11%[10.9 µM]
Cc1ccc(-c2nc3c(c(SCC(=O)Nc4ccccc4Cl)n2)Cc2c(CO)cnc(C)c2O3)cc1	-15%	-0.8%	4%	-13%[10.9 µM]
CCC(=O)N1CCc2cc(Br)cc(S(=O)(=O)N3CCCC(C(=O)Nc4ccc(OC)c(Cl)c4)C3)c21 (configuration not stated)	6%	?	0%	-12%[10.9 µM]
COc1ccc(-n2ncc3c2ncn2nc(COc4ccc(Cl)cc4)nc32)cc1	2%	-1.3%	6%	-10%[10.9 µM]
O=C(CN1CCCN(Cc2ccccc2F)S1(=O)=O)Nc1ccc(F)c(Cl)c1	-16%	?	-2%	18%[10.9 µM]
O=C(c1ccco1)N1CCN(c2nc3ccc(Cl)cc3s2)CC1	-25%	1.2%	0%	-5%[10.9 µM]
COc1c(Cl)cc(Cl)cc1/C=C(\C#N)c1nc2ccccc2[nH]1	-13%	-1.9%	4%	-13%[10.9 µM]
O=C(Nc1cc2c(cc1C(=O)c1ccccc1Cl)OCCO2)c1ccc(Br)cc1	1%	1.5%	0%	-13%[10.9 µM]
CN(Cc1ccccc1)c1nc2c(S(=O)(=O)c3cccc(Cl)c3)nnn2c2ccsc12	0%	0.1%	-2%	-12%[10.9 µM]
CCCOC(=O)c1cccc(NC(=O)c2c(-c3ccccc3Cl)noc2C)c1	-17%	1.7%	2%	-13%[10.9 µM]
CN(C)c1ccc(NC(=O)Nc2cccc(Cl)c2)cc1	?	1.1%	-23%	-69%[inhibitor]

Compound activity deposited in PubChem by National Center for Advancing Translational Sciences (NCATS).
